Source: PubChem (Sanford-Burnham Center for Chemical Genomics)
HKDC1 inhibitor – blocks human hexokinase HKDC1 activity; 340,000 compounds, 0.16% hits; inhibition, % at 20 µM; Q2TB90; recombinant HKDC1, G6PDH/diaphorase resazurin coupled fluorescence;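 active = inhibition above about 35% when tested at 20 µM, limit read from the data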;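 also: plate controls were DMSO wells with enzyme for no effect and DMSO wells lacking enzyme for full effect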
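Material – in-house recombinant HK5 (HKDC1) enzyme · Quantity – HKDC1 at 5 µg/mL · Buffer or medium – pH 8.0 Tris buffer with 10 mM MgCl2 · Reagent – glucose with 1 mM ATP · Dosing – single 20 µM dose · Times – reaction time 90 min, room temperature, protected from light · Technique – resorufin fluorescence at 613 nm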
SENP1 FRET inh – SENP1 (human) catalytic domain inhibition | Q9P0U3 | recombinant SENP1 catalytic domain, CyPet-SUMO1-YPet FRET cleavage | inhibition, % at 10 µM | 360,000 compounds, 0.21% hits;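 active = inhibition at least 30% at 10 µM, raw YFP signal under a set limit, fluorescence ratio 0.5 to 1.5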;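 also: 0% = enzyme with DMSO and 100% = no enzyme wells; some results filed as inactive read as strong as hits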
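Material – human SENP1 catalytic domain · Input – SENP1 enzyme, 20 pM final · Compound dosing – single concentration of 10 µM compound, 0.5% DMSO final · Timing – enzyme reaction for 50 min at room temperature, dark · Measured by – FRET fluorescence in CFP and YFP emission channels · Control set – no-enzyme wells low, DMSO-plus-enzyme wells high control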
SENP8 block-1 – SENP8 protease inhibition | Q96LD8 | purified SENP8, Z-RLRGG-aminoluciferin cleavage, luminescence | inhibition, % at 10 µM | 330,000 compounds, 1.2% hits | AID 2540; in the data active = inhibition above about 50%
Target sequence (Q96LD8 whole entry, looked up): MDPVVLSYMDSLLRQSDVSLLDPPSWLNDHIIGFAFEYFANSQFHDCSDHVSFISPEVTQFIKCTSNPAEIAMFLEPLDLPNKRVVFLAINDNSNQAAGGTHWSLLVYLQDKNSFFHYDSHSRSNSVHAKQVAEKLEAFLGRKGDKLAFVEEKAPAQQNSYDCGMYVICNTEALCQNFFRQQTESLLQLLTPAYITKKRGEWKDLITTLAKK
PfGluPho inh – PfG6PD (Plasmodium falciparum) enzyme inhibition; PfGluPho enzyme, NADPH resazurin-diaphorase fluorescence; inhibition, % at 20 µM; 350,000 compounds, 0.78% hits;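 active = inhibition reaching at least a set limit at 20 µM in the primary screen, cut at about 59% in these data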;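 also: 0% = DMSO wells with substrate and 100% = DMSO wells lacking glucose-6-phosphate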
Apaf1 inhib – human Apaf-1 inhibition; reconstituted apoptosome caspase-3 activity, DEVD-Rh110 fluorescence; AID 489030; inhibition, % at 20 µM; 330,000 compounds, 0.71% hits; active = inhibition of at least 40% at 20 µM;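 also: plate controls were DMSO wells for no effect and DEVD-CHO caspase inhibitor wells for full effect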
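Material: reconstituted apoptosome with Apaf-1, cytochrome c, caspase-9, procaspase-3, dATP. Technique: Rh110 fluorescence intensity. Buffer or medium: pH 7.5 Hepes buffer with CHAPS, BSA, DTT. Times: 30 min plus 50 min, RT.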
SENP6 inh – inhibitors of human SENP6 protease | Recombinant SENP6 catalytic domain, aminoluciferin luminescence | inhibition, % at 10 µM | 330,000 compounds, 1.8% hits | AID 2599;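 active = inhibition above about 50% at the single tested dose, limit read from the data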;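 also: plate controls were DMSO wells with enzyme for no effect and DMSO wells lacking enzyme for full effect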
Target sequence (Q9GZR1 628-1112 limits assumed): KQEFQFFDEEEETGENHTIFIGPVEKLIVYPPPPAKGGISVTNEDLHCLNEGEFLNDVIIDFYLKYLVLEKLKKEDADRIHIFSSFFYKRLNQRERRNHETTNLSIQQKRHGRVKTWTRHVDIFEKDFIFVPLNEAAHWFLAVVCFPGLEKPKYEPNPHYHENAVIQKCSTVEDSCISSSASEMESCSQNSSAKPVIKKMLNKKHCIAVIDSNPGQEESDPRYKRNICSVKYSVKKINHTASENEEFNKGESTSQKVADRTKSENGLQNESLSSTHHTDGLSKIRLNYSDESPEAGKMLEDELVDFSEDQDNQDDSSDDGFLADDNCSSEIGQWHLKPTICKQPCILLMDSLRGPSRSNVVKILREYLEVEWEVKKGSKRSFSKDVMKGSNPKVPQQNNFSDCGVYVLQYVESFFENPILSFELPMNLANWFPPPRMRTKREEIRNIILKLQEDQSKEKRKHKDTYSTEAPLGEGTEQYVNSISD
SENP8 block-2 – SENP8 (human) protease inhibition | 360,000 compounds, 0.64% hits | AID 602440 | inhibition, % at 20 µM | Q96LD8 | recombinant SENP8, Nedd8 substrate fluorescence; in the data active = inhibition mostly above about 40%, no sharp cut-off; inactive = mostly below about 27%
SENP7 block – inhibitors of human SENP7 protease; recombinant SENP7, Z-RLRGG-aminoluciferin luminescence, 40 min; inhibition, % at 5 µM; 330,000 compounds, 1.5% hits;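 active = inhibition above about 50% at the single test dose, limit read from the data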;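 also: plate controls were DMSO with enzyme for no effect and no enzyme buffer wells for full effect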
Target sequence (Q9BQF6 706-1050 limits assumed): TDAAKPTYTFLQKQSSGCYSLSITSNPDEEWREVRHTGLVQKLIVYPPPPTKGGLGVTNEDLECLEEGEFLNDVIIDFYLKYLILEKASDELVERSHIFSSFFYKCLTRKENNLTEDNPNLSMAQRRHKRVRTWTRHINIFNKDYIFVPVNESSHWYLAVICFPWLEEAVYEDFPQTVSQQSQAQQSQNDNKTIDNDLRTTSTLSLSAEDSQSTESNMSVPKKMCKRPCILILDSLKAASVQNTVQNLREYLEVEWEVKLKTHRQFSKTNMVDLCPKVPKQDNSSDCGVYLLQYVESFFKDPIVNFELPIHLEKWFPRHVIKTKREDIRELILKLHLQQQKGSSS
* hit, by the source's call; · = no result given.

SMILES	HKDC1 inhibitor	SENP1 FRET inh	SENP8 block-1	PfGluPho inh	Apaf1 inhib	SENP6 inh	SENP8 block-2	SENP7 block
CC(=O)c1cccc(NC(=O)Cn2nc(-c3ccc(Cl)cc3)ccc2=O)c1	-8.4	1.7	-5.4	1.3	9.8	-14.1	6.0	-6.1
O=C(NCCOc1ccccc1)C1CCC(=O)N(CCCN2CCOCC2)C1 (stereo not drawn)	-3.3	0.4	-1.3	0.2	-11.2	-0.5	-2.9	1.4
COc1ccccc1-n1c(-c2ccc(F)cc2)coc1=O	-1.5	2.0	2.5	24.2	1.3	1.4	21.1	6.7
CCOC(=O)Cc1nnc(Nc2cccc(C)c2)c2ccccc12	3.3	1.8	-5.9	20.9	14.3	-8.9	-61.8	-5.3
COC(=O)c1[nH]c2cccc(OC)c2c1NC(=O)CCN1CCSCC1	-4.4	-3.0	-5.5	-0.6	-4.6	-26.5	-380.5	-5.4
CCOC(=O)N1CCN(S(=O)(=O)c2ccc(C(=O)Nc3sc4c(c3C(N)=O)CC(C)(C)NC4(C)C)cc2)CC1	3.3	3.8	2.7	-9.0	4.8	0.6	-16.1	11.1
O=C(CSc1nnc(C2CCCCC2)n1Cc1ccccc1)NCc1ccco1	2.1	-2.1	0.3	19.0	12.3	-6.5	28.2	-0.8
CN(c1ccccc1C(=O)N1CCOCC1)S(C)(=O)=O	-0.9	3.1	-0.3	1.1	-18.6	-20.9	14.3	4.4
O=C(CC(C(=O)N1CCc2ccccc21)n1ccnc1)N1CCc2ccccc2C1 (stereo not drawn)	-8.7	-4.8	3.7	-1.7	16.4	-4.2	27.2	1.2
O=C(CN1C(=O)c2ccccc2C1=O)Nc1sc2c(c1C(=O)NCc1ccco1)CCCC2	-3.2	-0.7	-6.0	1.4	7.2	8.7	8.4	-8.2
O=C(CCN1CCN(c2ccccc2F)CC1)c1ccc(Br)cc1	7.8	2.4	-8.1	30.5	10.1	-16.1	18.2	11.1
Cn1c(SCC(=O)Nc2ccccc2)nc2c([nH]c3ccccc32)c1=O	0.5	-0.4	-0.8	6.9	-1.4	-8.4	-4.4	23.8
C/C(=N/NC(=O)c1ccncc1)c1ccc(NC(=O)c2ccccc2)cc1	-7.7	-1.3	-3.6	-0.1	-2.4	-25.9	15.0	-2.5
Cc1cc(NS(=O)(=O)c2ccc(NC(=O)COc3ccc(Br)cc3)cc2)nc(C)n1	3.2	2.1	-6.1	-33.6	5.6	0.2	17.0	-5.1
Cc1cc2c(c(C)c1CCO[C@@H]1O[C@H](CO)[C@@H](O)[C@H](O)[C@H]1O)C(=O)[C@@H](C)[C@@H]2O	-6.1	0.1	0.9	1.1	-1.8	4.0	5.7	-10.3
COc1cccc(N2C(=O)Nc3ccccc3C2(O)C(=O)NCc2ccc3c(c2)OCO3)c1 (stereo not drawn)	-5.1	3.8	-1.5	-13.7	0.5	-8.9	20.7	-6.4
CCOc1ccc(NC(=O)CN2C(=O)NC3(CCCCCC3)C2=O)cc1	-2.7	-0.1	7.9	-2.1	-8.9	-0.1	5.7	3.6
Cc1ccc(-n2cccn2)c(CN2CCC(CO)(CCc3ccccc3)CC2)c1	-8.3	-0.2	·	-6.5	·	·	14.3	·
Cc1ccc(CC2CC(=O)N(c3cc(Cl)ccn3)C2=O)cc1 (stereo not drawn)	2.3	-1.3	-4.7	-10.1	7.2	-4.2	-2.0	-9.2
COc1cc(NC(=O)C2CCN(S(=O)(=O)c3ccc(N4CCCC4=O)cc3)CC2)cc(OC)c1	6.0	1.4	2.4	-0.5	7.0	-2.1	2.7	5.6
CCOc1ncccc1C(=O)OCc1nnc(-c2ccccc2)o1	1.4	0.6	-10.2	-15.6	3.0	-9.1	30.4	-8.2
COc1ccc(Cc2nnc(NC(=O)c3ccco3)s2)cc1	1.9	-2.6	-0.5	-15.9	-1.8	-20.4	-0.9	6.8
COc1cc(C(=O)Nn2c(C)nc3ccccc3c2=O)cc(OC)c1OC	-2.1	1.4	-1.3	-21.0	1.1	13.0	4.1	-0.4
Cc1ccc(CNC(=O)c2ccc3c(c2)S(=O)(=O)c2ccccc2C3=O)o1	-3.5	-3.5	3.2	38.6	0.4	-11.0	8.3	-2.2
CCOC(=O)N1CCN(Cc2nc3c(c(=O)[nH]c(=O)n3C)n2Cc2cc(C)ccc2C)CC1	-3.1	1.5	-10.6	4.3	3.3	-9.5	7.3	-8.6
Cc1cccc(NC(=O)CS(=O)(=O)c2cn(C)c3ccccc23)c1C	2.7	2.9	-5.3	15.7	3.2	-14.0	-3.2	1.7
Cc1ccc(-c2csc(N3CCN(CCCn4c(-c5ccncc5)nc5ccccc54)CC3)n2)cc1	4.0	-33.9	-15.1	33.2	32.4	-22.3	-18.6	1.0
CCN(C(=O)CSc1ccc2c(c1)OCCO2)C1CCS(=O)(=O)C1 (stereo not drawn)	-4.2	-6.2	-0.4	-11.9	4.9	13.1	6.0	3.6
Clc1ccccc1OCc1nnc(-c2ccccc2)o1	1.5	-0.8	7.0	-10.8	7.5	-23.9	18.4	-1.4
O=C(Nc1ccc(S(=O)(=O)N2CCOCC2)cc1)c1ccc(S(=O)(=O)N2CCOCC2)cc1	-3.9	1.2	-1.3	-4.1	-2.2	0.7	14.4	2.2
CN(C)CCOC1(Cc2ccc(F)cc2)CCC(C(C)(C)C)CC1 (stereo not drawn)	1.7	-0.1	·	-0.6	·	·	8.4	·
Cc1ccc(C(=O)N/C(=C/c2ccc(F)cc2)C(=O)NCc2ccncc2)cc1	10.9	-0.7	-14.6	-3.6	-6.1	-8.1	-0.7	-5.2
COc1cccc(NC(=O)[C@H](Cc2ccccc2)NC(=O)[C@@H]2Cc3ccccc3CN2)c1	7.0	1.8	-1.4	-2.8	7.7	7.2	5.6	-3.8
Cc1ccc(Nc2c(-c3ccc(C)o3)nc3cnccn23)cc1	0.9	-31.2	-9.6	68.5*	13.1	-8.4	-447.6	4.2
CCSC1=N/C(=C\c2ccccc2)C(=O)N1	-6.7	-71.8	-0.2	-0.2	-7.9	2.6	-247.6	2.7
CCCn1cc(SCC(=O)NCc2ccco2)c2ccccc21	6.8	0.0	0.4	-4.2	-1.0	1.1	4.9	8.3
CCOC(=O)C(NC(=O)CC)(Nc1nc2c(s1)CCCC2)C(F)(F)F (stereo not drawn)	-2.3	1.0	-0.3	20.3	-0.1	-11.2	3.7	4.9
COc1cc(NC(=O)C2CCN(c3cnccn3)CC2)cc(OC)c1OC	-6.0	1.4	1.1	-8.1	4.5	8.8	-393.2	3.8
COc1ccc2nccc(C(N)=O)c2c1	-4.6	0.2	-8.9	-0.2	-15.6	20.1	-449.4	-1.9
O=c1[nH]c2cc3c(cc2cc1CN(Cc1ccccc1)Cc1nnnn1Cc1ccco1)OCCO3	21.0	8.5	·	76.2*	·	·	-389.4	·
O=C(CNC(=O)c1ccc(OC(F)F)cc1)Nc1cccc(S(=O)(=O)N2CCCC2)c1	5.2	-0.2	-10.0	-14.3	13.4	-16.3	14.6	-2.5
Cc1ccccc1N1CCN(Cc2cccc(C(=O)O)c2)CC1	-6.5	3.0	-3.7	-32.0	8.3	9.4	11.0	3.7
CCOC(=O)C1=NN(C(=O)c2ccc(OC)cc2)C(O)(c2ccc(Cl)cc2)C1 (stereo not drawn)	-9.0	19.8	-3.4	-18.9	8.8	-4.7	13.2	-8.9
O=C(COC(=O)c1ccc(Br)o1)NCc1ccccc1Cl	3.6	3.9	-5.5	-3.0	9.9	-6.3	16.3	3.0
Fc1cccc(-c2c(-c3ccccc3)ncc3cc(F)ccc23)c1	4.2	-0.3	2.4	6.9	10.1	-15.5	-87.3	-6.3
CS(=O)(=O)c1ccc(-c2sc3cc4c(cc3c2C(=O)NN2CCOCC2)OCO4)cc1	3.5	-1.8	-14.3	24.4	22.2	-4.9	-495.7	-8.5
O=C(NCc1cccnc1)/C(=C\c1ccc(-c2ccc(Br)cc2)o1)S(=O)(=O)c1ccccc1	9.9	1.1	1.3	13.0	14.5	-17.7	-58.1	-8.8
O=C(Nc1ccccc1C(=O)N1CCCC1)C1CCN(c2ncccn2)CC1	12.9	-0.1	-2.8	10.9	-14.5	-6.4	-35.7	-0.1
O=C(N/N=C/c1ccc([N+](=O)[O-])o1)C(=O)Nc1ccc(C(=O)O)cc1	-4.1	-2.3	4.2	16.9	-13.5	23.1	32.7	1.2
N#CC1(NC(=O)COC(=O)c2ncc(Cl)c(Cl)c2Cl)CCCCC1	-1.2	1.3	-4.6	-4.6	-0.3	-28.5	-0.2	3.5
CCOC(=O)c1sc(=N)n(-c2ccc(OC)cc2)c1C	-2.3	4.8	-6.2	-0.8	3.1	5.4	-121.4	4.2
N=c1c2c(ncn1CCN1CCOCC1)Oc1cc(O)ccc1C2c1ccccc1 (stereo not drawn)	-5.6	-80.2	4.3	4.2	-27.6	-1.7	0.7	-3.0
Nc1nonc1-n1nnc(C(=O)N/N=C/c2ccncc2)c1-c1cccs1	-5.5	2.8	-4.0	8.7	-4.7	-1.0	10.1	-2.8
CCN(CC)S(=O)(=O)c1ccc(C(=O)OCC(=O)N2CCOCC2)cc1	0.8	-1.5	7.0	-2.2	0.8	-21.2	5.7	-5.6
O=C(Nc1ccc(N2CCN(C(=O)c3ccccc3)CC2)cc1)c1cc([N+](=O)[O-])ccc1N1CCOCC1	8.2	2.0	-2.5	0.3	3.6	-16.9	14.4	-5.4
Cc1ccc(SCCNC(=S)Nc2cc(C)cc(C)c2)cc1	1.5	2.7	-11.8	5.5	14.0	-20.3	20.8	-16.6
O=C(Nc1c(Cl)cc(Cl)cc1C(=O)NCCN1CCOCC1)c1ccc(Cl)cc1Cl	5.1	1.0	3.5	-4.0	-5.1	15.0	-28.5	-1.2

6 entries from above, set out differently.
Each structure is followed by: HKDC1 inhibitor | SENP1 FRET inh | SENP8 block-1 | PfGluPho inh | Apaf1 inhib | SENP6 inh | SENP8 block-2 | SENP7 block
> O=C(Nc1ccccc1C(=O)N1CCCC1)C1CCN(c2ncccn2)CC1
  12.9 | -0.1 | -2.8 | 10.9 | -14.5 | -6.4 | -35.7 | -0.1
> O=C(N/N=C/c1ccc([N+](=O)[O-])o1)C(=O)Nc1ccc(C(=O)O)cc1
  -4.1 | -2.3 | 4.2 | 16.9 | -13.5 | 23.1 | 32.7 | 1.2
> N#CC1(NC(=O)COC(=O)c2ncc(Cl)c(Cl)c2Cl)CCCCC1
  -1.2 | 1.3 | -4.6 | -4.6 | -0.3 | -28.5 | -0.2 | 3.5
> CCOC(=O)c1sc(=N)n(-c2ccc(OC)cc2)c1C
  -2.3 | 4.8 | -6.2 | -0.8 | 3.1 | 5.4 | -121.4 | 4.2
> N=c1c2c(ncn1CCN1CCOCC1)Oc1cc(O)ccc1C2c1ccccc1 (stereo not drawn)
  -5.6 | -80.2 | 4.3 | 4.2 | -27.6 | -1.7 | 0.7 | -3.0
> Nc1nonc1-n1nnc(C(=O)N/N=C/c2ccncc2)c1-c1cccs1
  -5.5 | 2.8 | -4.0 | 8.7 | -4.7 | -1.0 | 10.1 | -2.8

Rows were taken by chance; 3.6% or so of the library scored in one or more.
